# GLS inhibitor: glutaminase GLS (human) inhibition; Potency, µM (series often up to 45.5 µM), for inactives: at the highest dose activity change, negative = inhibition, actives largely listed as inhibitors; GLS enzymatic activity, qHTS titration; 410,000 tested, 0.21% active; O94925; also: potency is read from the fitted curve at half-maximal effect; % is scaled to controls: 0 for no effect and ±100 for the full control effect
# Target sequence (O94925 whole entry, looked up): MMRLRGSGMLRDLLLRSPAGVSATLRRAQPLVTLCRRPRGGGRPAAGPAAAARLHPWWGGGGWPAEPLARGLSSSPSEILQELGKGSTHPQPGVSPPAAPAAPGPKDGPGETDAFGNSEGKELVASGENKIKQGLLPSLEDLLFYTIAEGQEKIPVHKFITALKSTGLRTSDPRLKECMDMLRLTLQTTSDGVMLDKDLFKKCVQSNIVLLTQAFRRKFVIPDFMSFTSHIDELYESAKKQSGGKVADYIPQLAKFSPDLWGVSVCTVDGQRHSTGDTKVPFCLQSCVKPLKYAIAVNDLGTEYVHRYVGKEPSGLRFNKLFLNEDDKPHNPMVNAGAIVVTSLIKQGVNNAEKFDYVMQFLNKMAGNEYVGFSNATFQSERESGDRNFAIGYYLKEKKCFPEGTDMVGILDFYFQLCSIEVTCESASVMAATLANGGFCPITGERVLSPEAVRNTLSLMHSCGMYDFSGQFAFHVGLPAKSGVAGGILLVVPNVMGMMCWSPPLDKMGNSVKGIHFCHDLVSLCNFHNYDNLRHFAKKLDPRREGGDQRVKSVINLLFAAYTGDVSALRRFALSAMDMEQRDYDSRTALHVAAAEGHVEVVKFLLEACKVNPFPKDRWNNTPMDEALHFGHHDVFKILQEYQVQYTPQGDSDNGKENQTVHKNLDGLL
#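 Assay buffer: 45 mM KH2PO4 pH 8.2, 0.02% Tween-20. hKGA acts on L-glutamine (1 mM solution added); product glutamate is reported by an oxidase/peroxidase Amplex Red coupling, with fluorescence taken at baseline and 30 min.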
# HP1b binding inh: inhibitors of HP1-beta chromodomain binding to methylated histone tails; AID 540317; AlphaScreen HP1-beta / biotin-H3K9me3 peptide binding; 390,000 tested, 0.56% active; Potency, µM (top dose mostly 114 µM), for inactives: at the top dose activity change, negative = inhibition, usual class: inhibitors; also: potency is read from the fitted curve at half-maximal effect; nearly all actives have a fitted effect of over 70% in size; inactives centre near 23
# Target sequence (P83916 whole entry, looked up): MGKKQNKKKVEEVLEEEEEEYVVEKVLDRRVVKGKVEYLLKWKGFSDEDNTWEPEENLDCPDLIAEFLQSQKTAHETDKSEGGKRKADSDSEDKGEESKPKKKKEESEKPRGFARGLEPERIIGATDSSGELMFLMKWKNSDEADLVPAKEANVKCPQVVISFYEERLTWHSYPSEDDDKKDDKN
#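 AlphaScreen: HP1-beta (50 nM) preformed 30 min with biotin-H3(1-18)K9me3 peptide (50 nM) in PBS pH 7.4, 0.01% Tween-20. Compound added for 30 min at RT, then streptavidin donor/nickel chelate acceptor beads (10 ug/mL) for 30 min.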
# G9a inh: inhibitors of human histone lysine methyltransferase G9a; Potency, µM (series often up to 102 µM), for inactives: top-dose activity, negative = inhibition, usual class: inhibitors; 350,000 tested, 8.8% active; G9a H3K9 monomethylation, AlphaScreen, 2 h; also: potency is read from the fitted curve at half-maximal effect; % is scaled to controls: 0 for no effect and ±100 for the full control effect; nearly all actives have a fitted effect of over 75% in size
#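 Enzyme 20 nM + cpd, 15 min RT; add b-H3K9 pep 500 nM / SAM 20 uM; 2 h RT; anti-H3K9me1 Ab 0.5 ug/mL + SA donor / anti-rabbit acceptor beads 20 ug/mL each, 10 min; AlphaScreen read.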
# PGK inhibitor: T. brucei PGK inhibition | P07378 | Potency, µM (top dose mostly 57.5 µM), without a hit: at the highest dose activity change, negative = inhibition, most hits filed as inhibitors | PGK/GAPDH coupled, Kinase-Glo luminescence, 60 min | 380,000 tested, 0.043% active | AID 602233; also: potency is read from the fitted curve at half-maximal effect; % is scaled to controls: 0 for no effect and ±100 for the full control effect; nearly all actives have a fitted effect of over 60% in size
#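 Recombinant glycosomal PGK reaction used 1,3-bisphosphoglycerate generated in-well by GAPDH (100nM final) in 100mM TEA pH 7.6, 5mM MgCl2, 0.01% Tween-20. After 60 minutes at room temperature, ATP was read by Kinase-Glo Plus luminescence end-point.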
# JMJD2A Tudor inh: blocks the human JMJD2A Tudor domain; Potency, µM (series often up to 114 µM), inactives show at the highest dose activity change, negative = inhibition, hits mostly inhibitors; 390,000 tested, 4.4% active; AlphaScreen JMJD2A-Tudor / H3K4me3 peptide binding; also: potency is read from the fitted curve at half-maximal effect; % is scaled to controls: 0 for no effect and ±100 for the full control effect; nearly all actives have a fitted effect of over 50% in size
# BAZ2B inh: blocks human BAZ2B | Q9UIF8 | AlphaScreen BAZ2B-H3K14Ac peptide displacement | Potency, µM (top dose mostly 114 µM), inactives show top-dose activity change, negative = inhibition, usual class: inhibitors | 360,000 tested, 4.4% active | AID 504333; also: potency is read from the fitted curve at half-maximal effect; % is scaled to controls: 0 for no effect and ±100 for the full control effect; nearly all actives have a fitted effect of over 60% in size
#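 Multi-concentration screen (max 110 uM) measuring displacement of acetylated histone H3 peptide from BAZ2B by AlphaScreen, using 50 nM protein, 50 nM peptide and 10 ug/mL streptavidin donor plus Ni-chelate acceptor beads.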
# ERG-DNA inh: inhibitors of human ERG Ets domain-DNA interaction. Potency, µM (doses to about 76.9 µM), inactives show top-dose FP activity, negative = inhibition, usual class: inhibitors. AID 624246. fluorescence polarization, His-ERG Ets domain / labelled DNA. 370,000 tested, 0.028% active; active = well fitted inhibition curve with a large enough effect in the polarisation, with a control signal flat; inconclusive = small, poorly fitted or top-dose-only effect, or effect the other way, or a change in a side signal; inactive = no such curve, though single readings can be large or run the other way; the % refers to the polarisation;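 also: polarization taken with two DNA probes labelled with fluorescein and Texas red; potency is read from the fitted curve at half-maximal effect; % of control where 0% means no effect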
#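 His-tagged ERG Ets domain (1 uM in the protein solution; 300mM KCl, 50mM Tris-HCl, 1mM EDTA, 1mM DTT, pH 7.5) received compound, then a probe mix of 5 nM fluorescein-DNA and 100nM Texas-615-DNA. Fluorescence polarization was read for both dyes.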
# PI4K2A block: blocks human PI4K2A kinase activity. Q9BTU6. 420,000 tested, 0.13% active. activity change, negative = inhibition, % at 76.9 µM. purified PI4K2A, ADP-Glo luminescence, 1 h; active compounds read low. AID 1346378; in the data active = activity change below about -50%; inconclusive = mostly about -30% to -49%;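 also: -100% = wells without enzyme as full effect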
#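 Compounds are screened against recombinant PI4K2A using PI as substrate and ATP, the latter dispensed at 300 microM. Reactions run one hour at ambient temperature before ADP-Glo detection; full inhibition defined by wells lacking enzyme.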
# Pin1 inhibitor: blocks the human prolyl isomerase Pin1; Pin1 FP peptide displacement, HiFluor488, 10 min; Potency, µM (top dose mostly 115 µM), for the others: top-dose activity, negative = inhibition, hits mostly inhibitors; 390,000 tested, 0.009% active; AID 504891; active = well fitted inhibition curve with a large enough effect in the polarisation, with a control signal flat, not every such curve was filed as active; inconclusive = small, poorly fitted or top-dose-only effect, or effect the other way, or a change in a side signal; inactive = no such curve, though single readings can be large or run the other way; the % refers to the polarisation; also: potency is read from the fitted curve at half-maximal effect; % is scaled to controls: 0 for no effect and ±100 for the full control effect
# Target sequence (Q13526 whole entry, looked up): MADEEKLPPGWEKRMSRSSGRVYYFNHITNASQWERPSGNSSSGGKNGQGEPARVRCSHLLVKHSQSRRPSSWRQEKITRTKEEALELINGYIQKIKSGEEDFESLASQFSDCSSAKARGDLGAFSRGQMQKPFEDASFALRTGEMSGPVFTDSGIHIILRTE
# Numbers without * were called inactive; i = inactive; u = inconclusive; x = no result given; & = joins results of further samples; [ ] = remark or other dose. Unless noted, calls follow the shape of the dose curve; as a rule, active = well fitted curve in the direction sought with a large enough effect; inconclusive = small, poorly fitted or top-dose-only effect, or another doubt; inactive = no such curve, though single readings can be large; an effect the other way counts as inactive or inconclusive.
SMILES,GLS inhibitor,HP1b binding inh,G9a inh,PGK inhibitor,JMJD2A Tudor inh,BAZ2B inh,ERG-DNA inh,PI4K2A block,Pin1 inhibitor
Cc1noc(/C=C/N(C)C)c1S(=O)(=O)N1CCCC(C(=O)N2CCCCC2)C1 (stereo unspecified),-3%,51%[activator],5%[59 µM],-7%,-19%,5%,-1%,1,-14%
COc1cc(/C=C2\C(=N)N3N=C(S(C)(=O)=O)SC3=NC2=O)ccc1OCCOc1ccc(C)cc1,u,u,u,-6%,-19%,-32%,17%,-4,6%
CCOC(=O)Cn1c(=O)cc(C(F)(F)C(F)(F)F)c2c(C)nn(CC)c21,7%,103%[activator],40%[59 µM],-10%,62%[activator],69%[activator],-4%,3,-10%
COc1ccc(NC(=O)COC(=O)[C@@H](NC(=O)c2c(F)cccc2F)C(C)C)cc1,-8%,38%,23%,-3%,-7%,0%,-2%,5,-5%
Cc1ccc2c(c1)NC(=O)C(CC(=O)NCCCN1CCCC1)O2 (stereo unspecified),2%,39%[activator],-6%,-7%,-25%,-6%,10%,-1,-2%
O=C(CN1C(=O)c2ccccc2C1=O)N1CCOCC1,-15%,3%,-1%,i,-25%[11.4 µM],8%,5%,-7,-7%
O=C(O)c1ccc(N/N=C/c2cn(-c3ccccc3)nc2-c2cccs2)cc1,14%,-5%,u,-1%,-8%,79µM*,4%,4,u
CC(C)(O)C#Cc1ccc(CN2CCN(Cc3ccccc3)C(CCO)C2)s1 (stereo unspecified),12%,25%,x,3%,-20%,-4%,-12%,5,2%
Cc1csc(SCC(=O)Nc2cccc(C)c2C)n1,-7%,15%,-3%[12.7 µM],i,-13%,-1%,-14%,-6,2%
NC(=O)c1ccc(NC(=O)COC(=O)/C=C/c2ccc(Br)o2)cc1,u,u,x,u,20µM*,x,10%,-5,-5%
O=C(COc1ccccc1)NCC(=O)N/N=C/c1cc(Br)ccc1OCc1ccccc1,-32%,-21%,8%[59 µM],i,-25%,-4%,6%,0,10%
COc1ccc(S(=O)(=O)Nc2ccc3c(c2)C(=O)N([C@H](C)CO)C[C@H](C)[C@@H](CN(C)S(=O)(=O)c2ccccc2)O3)cc1,0%,33%,x,-3%,-9%,x,2%,1,4%
O=C(CN1C(=O)CC(c2ccc(F)cc2)=Nc2ccccc21)NCc1ccccc1Cl,16%,25%,-2%[59 µM],1%,-28%,-9%,0%,0,0%
Cc1ccnc(NS(=O)(=O)c2ccc(NC(=O)c3ccc(S(=O)(=O)N4CCCC4)cc3)cc2)n1,6%,23%,8%,-2%,-8%,-15%,14%,-6,1%
O=C(Cc1ccc(S(=O)(=O)N2CCOCC2)s1)Nc1ccccc1N1CCOCC1,2%,9%,45µM*,i,-17%,x,12%,12,12%
Cc1ccc(C(C)C)c(OC(C)C(=O)NCC2(N(C)C)CCCCC2)c1 (stereo unspecified),25%,18%,u,-2%,-23%,-20%,-6%,-2,-1%
COC(C(=O)Nc1ccnn1C1CCN(Cc2ccc(Cl)s2)CC1)c1ccccc1 (stereo unspecified),1%,15%,7%,-2%,-5%,-3%,8%,4,-10%
CCOc1ccc2[nH]c3c(NCCc4ccc(OC)c(OC)c4)ncnc3c2c1,-1%,-17%,x,i,u,u,7%,-3,4%
COc1ccc(-c2nnc(SCC(=O)NC(=O)NCc3ccccc3)o2)cc1,-2%,20%,45µM*,-3%,-23%,-22%,1%,-3,1%
CCOC(=O)c1[nH]c2ccc(OC)cc2c1NC(=O)CCN1CCSCC1,24%,-8%,-10%,-3%,-5%,-3%,x,-3,-8%
N#Cc1cc2c(nc1SCC1COc3ccccc3O1)CCC2 (stereo unspecified),-7%,97%[activator],88%[activator],3%,57%[activator],31%[activator],-6%,-16,4%
O=C(CCN1C(=O)CSC1=O)Nc1ccccc1,-12%,40%[activator],-1%[12.7 µM],-5%,-1%,-1%,2%,-1,-2%
O=C(c1ccco1)N1CCC(c2nc(-c3ccccc3Cl)no2)CC1,5%,16%,u,i,-14%,-28%,-15%,4,7%
c1ccc2c(C[C@@H]3CNCCN3CCC34CC5CC(CC(C5)C3)C4)cccc2c1,13%,-4%,x,-13%,40µM*,x,-8%,7,4%
O=C1[C@H]2CC3C=CC2(O3)[C@@H]2OCCCN12 (stereo partly specified),-3%,34%,12%[2.33 µM],-4%,-19%,6%,-4%,-1,-8%
COc1ccc(Cl)cc1NC(=O)CCN1C(=O)C2C3CCC(C3)C2C1=O (stereo unspecified),0%,24%,6%,4%,-10%,1%,-7%,2,-2%
COc1ccc(C(C(=O)NC2CCCC2)N(C(=O)CNC(=O)c2ccco2)c2cccnc2)cc1 (stereo unspecified),-5%,40%[activator],16%[59 µM],-8%,5%,1%,6%,8,-2%
Cc1cccc(N2CC(C(=O)Nc3nnc(SCC(=O)Nc4cc(C)on4)s3)CC2=O)c1 (stereo unspecified),-11%,23%,u,-5%,-16%,u,-4%,-4,57%[activator]
CCOc1ccc(C(=O)NCc2ccncc2)cc1OCC,-9%,41%[activator],-21%[59 µM],-3%,16%,-1%,-5%,-3,-7%
CCCn1c(SCC(=O)Nc2cccnc2Cl)n[nH]c1=O,12%,50%[activator],x,-8%,-14%,x,11%,-1,-3%
CCOP(=O)(OCC)c1ccc2ccc3ccccc3c(=O)c2c1,-2%,34%,x,1%,-13%,x,x,2,1%
CCC(C(=O)NCc1ccco1)N(C(=O)CNS(=O)(=O)c1ccccc1)c1ccccc1C (stereo unspecified),0%,34%,-41%,-2%,-3%,-21%,4%,4,-12%
Cc1cc(NC(=O)/C(C#N)=C\c2ccc(-c3ccc(SC(F)F)cc3)o2)n(-c2ccccc2)n1,0%,14%,x,12%,-17%,x,10%,-7,u
Cc1ccc(S(=O)(=O)/N=C(/Nc2c(C)cccc2C)c2ccccc2)cc1,-1%,24%,x,-8%,-13%,x,2%,-2,-2%
COc1ccccc1N1CCN(C(=O)CSc2ccc3c(C)cc(C)nc3n2)CC1,27%,35%,-12%[59 µM],6%,-10%,-20%,-4%,2,u
Cc1c(C(=O)Nc2cccc(-c3nc4ccccc4s3)c2)oc2ccc(F)cc12,3%,6%,-18%[59 µM],-8%,4%,-23%,4%,-1,3%
CCOC(=O)CC(=O)CSc1nc2c(cc1C#N)CCCCCC2,0%,75%,-9%,-8%,5%,5%,-1%,-1,38%[activator]
COc1ccc(S(=O)(=O)N(C)C[C@H]2Oc3c(NC(=O)C4CCCCC4)cccc3C(=O)N([C@H](C)CO)C[C@@H]2C)cc1,-10%,38%,x,-10%,-14%,x,-13%,-4,-7%
Cc1ccc(N(CC(=O)NC(C)c2ccccc2)S(=O)(=O)c2c(C)noc2C)cc1 (stereo unspecified),-5%&-14%,61%&25%[activator],-1%,-1%&-1%,1%&-8%,14%,-3%&11%,4&6,1%&2%
CS(=O)(=O)Nc1ccccc1NS(C)(=O)=O,41%[activator],-18%,-127%[59 µM],-1%,u,-23%,-6%,2,0%
COc1ccc(Cl)cc1-c1nc(SCC(=O)N(C)C)n[nH]1,-7%,28%,-3%,-7%,-22%,13%,14%,3,0%
CCn1c(C)nc2cc(C(=O)NNC(=S)Nc3ccc(F)cc3)ccc21,3%,26%,45µM*,-3%,-6%,0%,19%,-2,-1%
CCOc1cc(C(=O)OCC(=O)Nc2ccc(F)cc2Cl)ccc1OCC(=O)N1CCOCC1,-16%,31%[activator],-39%,i,1%,4%,15%,-1,-3%
CCOC(=O)c1cc2c(=O)n3ccccc3nc2n(CCCOC)c1=NC(=O)c1ccncc1,-12%,18%,x,i,-15%,-12%,-1%,-3,1%
CC1=C(C)CC(C(=O)NC2CCCC2)C(C(=O)O)C1 (stereo unspecified),-2%,44%,x,-6%,0%,-12%,9%,-3,-2%
C[C@@H](NC(=O)c1nc[nH]c1C(=O)NCc1ccc(CNC(=O)OC(C)(C)C)cc1)c1ccccc1,-2%,21%,-3%[0.501 µM],1%,-34%,12%,-4%,2,4%
COc1ccc(C2N=C(N)N=C(N)N2c2ccccc2OC)cc1OC (stereo unspecified),-20%,22%,23%,i,-1%,-1%[57.1 µM],4%,3,-13%
COc1ccc(S(=O)(=O)N2CCOCC2)cc1NC(=O)CC1CC2CCC1C2 (stereo unspecified),1%,46%[activator],1%[2.33 µM],5%,-8%,7%,12%,-5,0%
O=C(O)CSc1nnc(CNc2ccc(Cl)cc2)n1Cc1ccccc1,54%[activator],-2%,-33%[2.33 µM],1%,79µM*,u,9%,0,-15%
O=C(OCCNC(=O)c1cc2ccccc2oc1=O)c1cccnc1,-3%,39%,u,-4%,-1%,-8%,7%,0,2%
